Tau fluor counter – counter-screen for tau fibril formation inhibitors; AID 1463; tau K18 P301L (four-repeat tau fragment) Alexa594 fluorescence, heparin fibrillization; 0.93% of 280,000 active; Potency, µM (doses to about 57.7 µM), for the others: at the top dose activity change, negative = decrease; note: % is set by controls: 0 for no effect and ±100 for the full control effect; nearly all actives have a fitted effect of over 55% in size
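Human K18 P301L tau (15 uM unlabeled plus 0.24 uM Alexa 594-labeled, final) in 100 mM sodium acetate pH 7 was mixed with compound and 20 uM heparin and incubated 6 hr at 37 C.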
Epigenetic derep – epigenetic control regulation, reporter derepression; murine LDR cells, GFP reporter derepression, 30 h; Potency, µM (top dose mostly 53.9 µM), for the others: at the top dose GFP activation, actives largely listed as activators; 0.2% of 280,000 active; note: % of control where 0% means no effect; nearly all actives have a fitted effect of over 60% in size
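Reporter derepression read as number of fluorescent GFP-positive objects, 20-120 um in size, counted by laser-scanning cytometer. Mouse LDR line with an epigenetically silenced CMV-GFP locus; compound incubation 30 h, 37 C.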
GAA glycogen mod – alters human alpha-glucosidase cleavage of glycogen; 0.38% of 300,000 active; P10253; AID 2100; recombinant GAA, glycogen substrate, Amplex Red glucose oxidase fluorescence; Potency, µM (doses to about 76.4 µM), for inactives: at the highest dose activity change, negative = inhibition, hits mostly inhibitors;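 note: 0% = full enzyme reaction and -100% = no-enzyme basal signal; the screen sought inhibitors and activators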
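Recombinant human enzyme (4 nM); glycogen substrate; 37 C, 40 min, pH 5.0. Readout: coupled glucose oxidase/Amplex Red fluorescence.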
GAA inh – alpha-glucosidase (human) inhibition; P10253; purified human GAA, 4-MU-alpha-glucoside fluorescence; Potency, µM (top dose mostly 76.9 µM), inactives show top-dose activity change, negative = inhibition, actives largely listed as inhibitors; 0.005% of 200,000 active; AID 1466;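 note: plate controls were uninhibited enzyme wells for no effect and no-enzyme background for full effect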
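Human enzyme at 4 nM with 400 uM 4-methylumbelliferyl-alpha-D-pyranoside, citrate/phosphate buffer pH 5.0, 0.005% Tween-20, 20 min at room temperature. Compounds up to 77 uM. 4-MU fluorescence (Ex 365/Em 440) read after NaOH/glycine stop; AC50 from Hill fit.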
NPSR antagonist – antagonists of human neuropeptide S receptor cAMP signaling; CHO-NPSR cells, cAMP TR-FRET, antagonist mode; Potency, µM (titrated, usually from 38.3 µM), for the others: at the top dose activity change, negative = inhibition, hits mostly inhibitors; 1% of 220,000 active; note: % is set by controls: 0 for no effect and ±100 for the full control effect; nearly all actives have a fitted effect of over 50% in size; many of its hits are not listed in these tables
aGlu spleen mod – inhibitors or activators of human alpha-glucosidase in spleen homogenate; 0.006% of 240,000 active; Potency, µM (doses to about 79.9 µM), for inactives: at the top dose activity change, negative = inhibition, actives largely listed as inhibitors; human spleen homogenate, 4-MU-alpha-glucoside fluorescence;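 note: 0% = enzyme with vehicle and -100% = no enzyme basal signal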
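Human spleen homogenate (1 ug) with 4-methylumbelliferyl-alpha-D-glucopyranoside (1 mM final) in 50 mM citrate/phosphate pH 5.0, 0.01% Tween-20; 40 min at 37 C. Stopped at pH 10; 4-MU fluorescence Ex 365/Em 440 nm; AC50 by Hill fit.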
ALDH1A1 inh – ALDH1A1 (human) enzyme inhibition; 7.3% of 220,000 active; Potency, µM (doses to about 75.3 µM), for inactives: at the top dose activity, negative = inhibition, most hits filed as inhibitors; P00352; AID 1030; Purified ALDH1A1, NADH fluorescence, propionaldehyde substrate; active = well fitted inhibition curve with a large enough effect, not every such curve was filed as active; inconclusive = small, poorly fitted or top-dose-only effect, or another doubt; inactive = no such curve, though single readings can be large or run the other way;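 note: plate controls were no enzyme wells and a reference inhibitor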
Target sequence (P00352 whole entry, looked up): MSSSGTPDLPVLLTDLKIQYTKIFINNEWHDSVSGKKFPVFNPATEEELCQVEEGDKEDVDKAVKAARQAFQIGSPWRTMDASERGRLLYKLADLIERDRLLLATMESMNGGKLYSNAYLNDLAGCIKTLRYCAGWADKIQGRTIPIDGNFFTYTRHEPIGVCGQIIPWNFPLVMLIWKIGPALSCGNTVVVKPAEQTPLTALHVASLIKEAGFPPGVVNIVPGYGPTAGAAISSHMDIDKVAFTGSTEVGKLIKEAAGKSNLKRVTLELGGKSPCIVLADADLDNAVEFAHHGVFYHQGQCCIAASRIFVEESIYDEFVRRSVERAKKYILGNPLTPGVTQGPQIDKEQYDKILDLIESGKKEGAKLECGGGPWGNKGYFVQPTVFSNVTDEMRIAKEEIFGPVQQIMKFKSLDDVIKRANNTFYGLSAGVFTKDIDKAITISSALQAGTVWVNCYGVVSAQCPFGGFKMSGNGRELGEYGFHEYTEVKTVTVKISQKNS
aGal spleen mod – inhibitors or activators of human alpha-galactosidase in spleen homogenate. Potency, µM (top dose mostly 80 µM), for the others: top-dose activity change, negative = inhibition, actives largely listed as inhibitors. human spleen homogenate, 4MU-alpha-Gal fluorescence, 40 min. 0.008% of 240,000 active. P06280;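 note: 0% = enzyme with vehicle and -100% = no enzyme basal signal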
Target sequence (P06280 32-429 limits assumed): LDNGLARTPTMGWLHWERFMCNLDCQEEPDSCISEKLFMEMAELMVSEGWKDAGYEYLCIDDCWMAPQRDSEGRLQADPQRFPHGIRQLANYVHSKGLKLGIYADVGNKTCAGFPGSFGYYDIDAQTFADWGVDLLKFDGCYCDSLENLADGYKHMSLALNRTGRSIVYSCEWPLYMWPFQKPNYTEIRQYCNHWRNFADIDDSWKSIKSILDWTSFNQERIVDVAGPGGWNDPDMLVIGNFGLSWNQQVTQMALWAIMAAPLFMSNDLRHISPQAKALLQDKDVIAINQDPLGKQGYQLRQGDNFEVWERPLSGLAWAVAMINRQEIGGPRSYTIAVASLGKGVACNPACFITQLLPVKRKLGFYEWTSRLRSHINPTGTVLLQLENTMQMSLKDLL
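Spleen homogenate 1 ug + cpd (titration) + 4-MU-alpha-D-galactopyranoside 1 mM; 37C 40 min; 50 mM citrate/phosphate pH 5.0, 0.01% Tween-20; stop pH 10; fluorescence 365/440; AC50 via Hill.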
Numbers without * were called inactive; ? = inconclusive; . = no result given; & = joins results of further samples; [ ] = another dose, or the depositor's remark. Unless noted, calls come from the whole dose curve; as a rule, active = well fitted curve in the direction sought with a large enough effect; inconclusive = small, poorly fitted or top-dose-only effect, or another doubt; inactive = no such curve, though single readings can be large; an effect the other way counts as inactive or inconclusive. Potency is the fitted concentration of half-maximal effect. An excerpt. The share of hits here may be higher or lower than overall.

Values in the order: Tau fluor counter, Epigenetic derep, GAA glycogen mod, GAA inh, NPSR antagonist, aGlu spleen mod, ALDH1A1 inh, aGal spleen mod
- Cc1ccc(C(C)NC(=O)c2cc(C)oc2C)cc1 (stereo unspecified)
  -1%, -1.2%, 3%, -12%, 9%[46.1 µM], -1%, 3%, 8%
- COc1ccc(C(=O)CSc2nc3ncccc3[nH]2)cc1OC
  -12%, 0.9%, -2%, ., 5%, 0%, ., -2%
- CCOc1nc(Nc2ccc(OC)c(Cl)c2)nc(N2CCN(c3ccc(OC)cc3)CC2)n1
  ?, -0.7%, -2%, -9%, -30%[46.1 µM], 0%, -3%, -2%
- CCOC(=O)c1cc(CC)sc1NC(=O)CC1Sc2ccc(C(F)(F)F)cc2NC1=O (stereo unspecified)
  3%, 1.2%, 9%, 4%, -22%, -4%, 7%, -5%
- COC(=O)c1cc2c(ccn2-c2ccc(F)cc2)n1CC(C)C
  -4%, -3.0%, -10%, -1%, -20%[46.1 µM], -2%, ?, -2%
- O=C(Cc1ccccc1)N/N=C/c1ccc(S(=O)(=O)O)o1
  3%, 2.0%, 2%, ., 2%, 3%, ., 0%
- Cc1nc2cc(-c3cccc(F)c3)nn2c(C)c1CCC(=O)N1CCN(c2ccccn2)CC1
  -7%, 1.0%, 18%, ., -37%, 3%, ., 5%
- C=CCOc1ccc(CNn2nnnc2N)cc1
  -11%, 0.0%, 4%, -6%, 4%[46.1 µM], -5%, -4%, -5%
- Cc1ccc(C(=O)NCC(=O)N2CCN(S(=O)(=O)c3cccs3)CC2)s1
  7%, 4.1%, -5%, 0%, -7%, 5%, -5%, 4%
- OCCC1CN(Cc2ccc3c(c2)CCO3)CCN1Cc1ccc(F)cc1 (stereo unspecified)
  2%, -6.9%, 5%, 1%, 10%, -2%, -10%, -1%
- CCSc1nnc([C@H](Cc2ccccc2)NC(=O)OC(C)(C)C)o1
  -7%, 3.0%, 9%, 7%, -7%[46.1 µM], -12%, ?, -1%
- Nc1ccc(Sc2nc3ccccc3[nH]2)cc1
  -6%, 2.9%, 4%, 3%, 5%, 7%, -1%, 7%
- COc1ccc2nc(N3C(=O)CC(Cc4cc(C)cc(C)c4)C3=O)sc2c1 (stereo unspecified)
  -21%, -2.1%, -3%, ?, -15%[46.1 µM], 2%, -7%, 1%
- CCC1C(=O)CC(c2ccco2)NC1c1ccco1 (stereo unspecified)
  -1%, 0.0%, 4%, -1%, -5%[46.1 µM], -3%, ?, 0%
- NNc1nc2sc3c(c2c(=O)n1Cc1ccccc1)CCC3
  -21%, -1.1%, 8%, ., -4%, -10%, ., -5%
- Cc1ccc(C(=O)C[n+]2cc(Br)cc(Br)c2)cc1
  -13%, 0.4%, -5%, 0%[15.4 µM], -12%, -13%, ?, -2%
- C/C(=N\NC(=O)CC1N=C(Cc2ccccc2)NNC1=O)c1ccncc1 (stereo unspecified)
  -7%, -1.7%, 8%, 0%, -12%, 2%, 11%, 0%
- O=c1[nH]c(/C=C\c2cccnc2)c([N+](=O)[O-])c(=O)[nH]1
  -10%, 0.0%, 12%, 5%, 24%, -3%, -4%, -8%
- CN(CC(=O)NC1CCCc2ccccc21)S(=O)(=O)c1ccc2c(c1)c(=O)n(C)c(=O)n2C (stereo unspecified)
  -13%, 0.0%, -30%, 1%, -14%[46.1 µM], 6%, ?, 4%
- O=C(COC(=O)c1ccc2ccccc2n1)Nc1cccc(S(=O)(=O)NC2=NCCCCC2)c1
  -2%, -2.2%, 4%, 4%, 3%, 2%, 4%, 0%
- COCCCn1c2nc3ccccc3nc2c2c(=O)n(-c3ccccc3OC)c(C)nc21
  2%, -0.8%, 6%, 4%, 0%[46.1 µM], -4%, -8%, 2%
- O=C(Nc1nccs1)c1cc2cc(Cl)ccc2oc1=O
  -21%, -1.0%, 5%, ., 14%, -1%, ., 0%
- CC1CN(S(=O)(=O)c2ccc(Cl)c(C(F)(F)F)c2)CC(C)O1 (stereo unspecified)
  -2%, 0.0%, -1%, 9%, 4%[46.1 µM], 0%, -2%, -6%
- O=C(NC(CO)C(O)c1ccc([N+](=O)[O-])cc1)C(Cl)Cl (stereo unspecified)
  -14%&12%, 12%&-3.5%, 6%, -4%, 14%, 4%&-5%, -7%&10%, -11%&-6%
- O=C(COC(=O)CCC(=O)c1ccc(Cl)cc1)NCC1CCCO1 (stereo unspecified)
  -2%, 0.0%, 8%, -8%, -4%[46.1 µM], 8%, 8%, 9%
- Cc1nc(NCc2ccccn2)c2ccccc2n1
  0%, -1.1%, 7%, 2%, 9%[46.1 µM], 2%, -5%, 10%
- Cc1cc(C)nc(SCc2nnc(SCC(N)=O)n2Cc2ccco2)n1
  -3%, 1.9%, 2%, 6%, -6%[46.1 µM], -3%, 1%, -4%
- Nc1nc(CSc2nnnn2-c2ccccc2)nc(N2CCCc3ccccc32)n1
  -1%, -1.0%, -13%, 8%, -23%[46.1 µM], 4%, 2.8µM*, 7%
- C[N+]1(C2CCC3CCC2C3O)CCCC1 (stereo unspecified)
  -9%, -3.2%, 14%, -4%, -43%, -2%, 7%, 6%
- CC(=O)c1cc(CN2CCN(Cc3ccc(C)cc3)C(CCO)C2)cs1 (stereo unspecified)
  -4%, -0.2%, 4%, ., -8%, 4%, -18%, 13%

Complete entries as entered above:
Entry for `C=CCOc1ccc(CNn2nnnc2N)cc1` : Tau fluor counter = -11%; Epigenetic derep = 0.0%; GAA glycogen mod = 4%; GAA inh = -6%; NPSR antagonist = 4%[46.1 µM]; aGlu spleen mod = -5%; ALDH1A1 inh = -4%; aGal spleen mod = -5%
Entry for `CCSc1nnc([C@H](Cc2ccccc2)NC(=O)OC(C)(C)C)o1` : Tau fluor counter = -7%; Epigenetic derep = 3.0%; GAA glycogen mod = 9%; GAA inh = 7%; NPSR antagonist = -7%[46.1 µM]; aGlu spleen mod = -12%; ALDH1A1 inh = ?; aGal spleen mod = -1%

The listing picks up with the 2 entries that preceded the break.
Values in the order: Tau fluor counter, Epigenetic derep, GAA glycogen mod, GAA inh, NPSR antagonist, aGlu spleen mod, ALDH1A1 inh, aGal spleen mod
- C[N+]1(C2CCC3CCC2C3O)CCCC1 (stereo unspecified)
  -9%, -3.2%, 14%, -4%, -43%, -2%, 7%, 6%
- CC(=O)c1cc(CN2CCN(Cc3ccc(C)cc3)C(CCO)C2)cs1 (stereo unspecified)
  -4%, -0.2%, 4%, ., -8%, 4%, -18%, 13%
- Cn1c(NCc2ccccc2)nc2c1c(=O)n(Cc1ccc(Br)cc1)c(=O)n2C
  ?, 6.1%, -11%, -10%, -6%[7.67 µM], -6%, ?, -12%
- Cc1nc2ccc(S(=O)(=O)NCC(=O)N3CCN(c4ccccn4)CC3)cc2s1
  -5%, 5.4%, 0%, -2%, 1%[46.1 µM], 0%, 3%, 0%
- CC(=O)c1cc(-c2ccccc2)n(CC(=O)N2CCC(C)CC2)c1C
  -2%, -1.0%, 3%, 3%, -10%, 3%, -1%, -17%
- Cc1c(Cl)cccc1NC(=S)NCCCN(C)C
  4%, 0.0%, 4%, 5%, 28%, -8%, 13%, 1%
- Cc1ccc(N2C(=O)Nc3cc(Cl)c(Cl)cc3N2O)cc1Cl
  -4%, 1.4%, 1%, -2%, 2%, 7%, 0%, 8%
- O=C(CCCCCn1c(=S)[nH]c2ccccc2c1=O)N1CCOCC1
  -11%, -2.5%, 1%, 2%, -6%[46.1 µM], -5%, 4%, 1%
- Cc1ccc(S(=O)(=O)NNC2CC(=O)N(c3ccc(Br)cc3)C2=O)cc1 (stereo unspecified)
  10%, -0.2%, -2%, 13%, 4%, 5%, ?, -3%
- C#CCOCCOCCOCCNc1nc(N2CCN(C(=O)C([C@@H](C)CC)n3cc(C(N)CC(C)C)nn3)CC2)nc(N2CCN(C(=O)[C@H](CCC(=O)O)n3cc(C(N)CC(C)C)nn3)CC2)n1 (stereo partly specified)
  10%, -0.5%, -6%, ., -12%, 9%, -4%, 6%
- CC(=O)c1sc(NC(=O)CCCOc2ccccc2C)nc1C
  -6%, 0.0%, 17%, 2%, 23%, 4%, 18%, 1%
- O=c1[nH]c(CSc2ncc(C(F)(F)F)cc2Cl)nc2cc(C(F)(F)F)ccc12
  6%, 12%, -1%, ., -22%, -5%, ., -8%
- COc1ccc(Nc2ccnc3ccccc23)cc1
  0%, 0.0%, 4%, -11%, -3%[46.1 µM], -10%, -3%, -8%
- CN(C)/C=N/S(=O)(=O)c1ccc(Cl)c(Cl)c1
  -13%, 0.0%, 10%, -4%, -6%, -2%, 8%, -1%
- COc1ccc(N2CCN(C(=O)CCCOc3cc(=O)n(C)c4ccccc34)CC2)cc1
  -13%, -1.2%, -10%, 0%, -15%[46.1 µM], -1%, 1%, -7%
- Cn1c(=O)[nH]c(=O)c2c1nc(N1CCCCCC1)n2CCN1CCCCCC1
  -1%, -0.8%, -3%, -5%, 6%[46.1 µM], -4%, -6%, 2%
- O=c1ccc(Cl)cn1Cc1ccccc1F
  -3%, -8.7%, 8%, 1%, 9%[46.1 µM], 1%, -9%, 7%
- CN1CCN(c2ccc(S(=O)(=O)N3CCOCC3)cc2NC(=O)CCc2ccccc2)CC1
  -7%, -3.1%, -14%, ., 4%, -10%, ., 10%
- Cc1cccc(C)c1OCC(=O)OC/C(O)=C(\C#N)c1nc2ccccc2[nH]1
  -19%, 0.0%, 16%, -5%, 20%[46.1 µM], -10%, 8%, -8%

Screening data (PubChem)
